# Cardio protect: cardioprotection against H2O2-induced cell death, primary screen, uHTS, H9c2 cells, ATPLite luminescence; AID 588492, 2011; H9c2 cardiomyocytes, H2O2 injury protection, 2 h; protection from H2O2 cell death, % at 20 µM; hit rate 0.63% among 360,000;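 active means compounds giving at least 50% protection of heart cells from peroxide-induced death in the single-dose screen, raw or plate-pattern-corrected value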;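 further: 0% = DMSO wells with peroxide and 100% = DMSO wells without peroxide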
# m5-HT2A agonist: mouse Htr2a agonists via beta-arrestin recruitment, primary screen, cell-based, luminescence; CHO-K1 mHTR2A beta-arrestin complementation; percent of 30 µM serotonin response; hit rate 0.66% among 360,000; activation, % at 7.6 µM; AID 624169, 2012;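 active means activation above a run cutoff, the mean activation of all tested compounds plus 3 SD, cut at about 14% in these data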;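 further: 0% = plate median of compound wells and 100% = 30 µM serotonin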
# Granule exo inh: LAMP-1 surface exposure blockers, TALL-104 cells – cell-based, flow cytometry, MLPCN library, primary screen. TALL-104 LAMP-1 surface exposure; cells stimulated with thapsigargin and PMA. inhibition, % at 10 µM. hit rate 0.66% among 360,000. AID 651702, 2012;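 active means inhibition above about 55%, limit read from the data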
# ABHD5 PLIN5 PPI: ABHD5-PLIN5 interaction inhibitors, primary screen, cell lysate, split luciferase complementation, luminescence | inhibition, % at 4 µM | Split G. princeps luciferase complementation, 4 h | hit rate 0.78% among 360,000;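 active means inhibition above the mean inhibition across every tested compound plus 3 SD, cut at about 22% in these data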;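 further: 0% = DMSO only wells and the 100% control is not disclosed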
# Target sequence (Q00G26 whole entry, looked up): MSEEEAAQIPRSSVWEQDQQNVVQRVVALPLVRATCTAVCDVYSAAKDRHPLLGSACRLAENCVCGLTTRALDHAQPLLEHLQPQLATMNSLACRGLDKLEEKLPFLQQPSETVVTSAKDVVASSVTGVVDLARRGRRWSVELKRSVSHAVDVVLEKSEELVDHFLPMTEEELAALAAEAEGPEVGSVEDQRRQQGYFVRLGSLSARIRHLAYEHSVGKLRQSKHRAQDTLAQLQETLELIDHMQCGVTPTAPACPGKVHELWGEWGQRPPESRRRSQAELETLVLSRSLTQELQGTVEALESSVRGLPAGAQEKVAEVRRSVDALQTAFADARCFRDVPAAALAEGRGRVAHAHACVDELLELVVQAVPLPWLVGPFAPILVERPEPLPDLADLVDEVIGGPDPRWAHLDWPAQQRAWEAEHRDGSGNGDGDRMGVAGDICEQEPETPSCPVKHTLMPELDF
# Target sequence (Q8WTS1 whole entry, looked up): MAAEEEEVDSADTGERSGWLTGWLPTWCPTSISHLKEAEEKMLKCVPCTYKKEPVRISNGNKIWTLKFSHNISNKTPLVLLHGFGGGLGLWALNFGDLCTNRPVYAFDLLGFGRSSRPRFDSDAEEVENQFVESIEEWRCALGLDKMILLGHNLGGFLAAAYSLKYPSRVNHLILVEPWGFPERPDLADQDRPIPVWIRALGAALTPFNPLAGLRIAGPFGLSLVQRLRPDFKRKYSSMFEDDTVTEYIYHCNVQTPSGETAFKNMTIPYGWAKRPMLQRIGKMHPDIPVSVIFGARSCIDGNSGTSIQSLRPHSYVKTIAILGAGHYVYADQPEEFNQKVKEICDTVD
# CaV13 ICDI inh: Disruptors of the CACNA1D IQ motif to Ca2+-dependent inactivation inhibitor domain association, primary screening, Förster resonance energy transfer in intact living …; hit rate 0.098% among 340,000; inhibition, % at 12.3 µM; HEK cells, CFP/YFP FRET ICDI-IQ, plate reader, 10 min; percent FRET-ratio fall versus neutral wells;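 active means mean replicate inhibition of at least 30% and at least 1% of replicates passing that level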;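 further: 0% = median of the neutral control wells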
# PDI turbidity: inhibitors of human PDI, primary screen, biochemical, turbidity, single point, plate reader; inhibition, % at 10 µM; hit rate 0.052% among 350,000; PDI insulin aggregation turbidity, A650, 90 min; Protein disulfide-isomerase (Homo sapiens), P07237; AID 588391, 2011;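 active means mean inhibition across replicates of 30% or more, whatever share of single replicates reach that level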;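 further: absorbance from insulin aggregation driven by PDI reduction with DTT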
# Glyco luc inh: increase of ERlucT glycosylation luciferase signal, primary screen, N-linked glycosylation inhibitor project, D54 ERlucT cells, luminescence, set 2. D54 ERlucT glycosylation luciferase reporter, 24 h; percent of 100 nM tunicamycin response. reporter increase, % at 12.5 µM. hit rate 0.23% among 360,000;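 active means mean luciferase reporter signal, scaled so untreated is 0 and the glycosylation-blocking control 100, at or above a set limit in every replicate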;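 further: luciferase carries N-glycosylation sites so blocking glycosylation raises the light; 0% = median of neutral control wells and 100% = median of 100 nM tunicamycin wells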
# ABCB6 inh 2: ABCB6 transporter inhibitors, primary screen, K562-ABCB6 cells, flow cytometry, MLPCN library. ATP-binding cassette sub-family B member 6 (Homo sapiens), Q9NP58. K562-ABCB6 porphyrin accumulation, 1 h; stronger effect = lower value. fluorescence ratio to DMSO, % at 10 µM. hit rate 0.19% among 360,000. AID 602162, 2011;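 active means fluorescence ratio to DMSO below 75%, the collection mean minus 3 SD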;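 further: signal is porphyrin accumulated inside mitochondria; 100% equals median channel fluorescence of DMSO control wells; lower ratio means ABCB6 inhibition with less porphyrin fluorescence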
# MC4R barr agon: MC4R agonists recruiting beta-arrestin, primary screen, cell-based, luminescence, agonist arm of biased-ligand search. U2OS MC4R beta-arrestin complementation; percent of melanotan II response, DMSO zero. activation, % at 8.9 µM. Melanocortin receptor 4 (Homo sapiens), P32245. hit rate 0.98% among 360,000;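 active means activation above a per-plate cutoff, the mean activation of sample wells on that plate plus 3 SD, cut at about 8% in these data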
# MC4R antag cAMP: MC4R antagonists of cAMP signaling, primary screen, cell-based, TR-FRET, antagonist arm of biased-ligand search; Melanocortin receptor 4 (Homo sapiens), P32245; MC4R-expressing cells, MTII-stimulated cAMP, LANCE TR-FRET; inhibition, % at 6.5 µM; hit rate 0.48% among 360,000; AID 540295, 2011;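 active means inhibition above its plate's cutoff, the mean of tested wells on that plate plus 3 SD, cut at about 29% in these data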;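 further: 0% = Melanotan II alone and 100% = Melanotan II plus saturating MCL0020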
#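 system = U2OS cells with stable human MC4R expression | also added = Melanotan II challenge after compound preincubation | dosing = one concentration, 6.5 µM nominal | incubation = compound 30 min, challenge 1 h, detection 1 h | measured by = TR-FRET with Eu-cAMP and labeled anti-cAMP, 671 nm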
# * marks the source's active call; other numbers are inactive results; x = not tested or not shown.
SMILES,Cardio protect,m5-HT2A agonist,Granule exo inh,ABHD5 PLIN5 PPI,CaV13 ICDI inh,PDI turbidity,Glyco luc inh,ABCB6 inh 2,MC4R barr agon,MC4R antag cAMP
COc1ccc2c(c1)CCc1cn[nH]c1-2,3,0,-1,9,-4,1,0,106,-1.4,10
Nc1cc(Oc2ccc(Cl)cc2Cl)nc(N)n1,-1,-1,-7,11,-1,-3,0,108,0.4,-3
O=C(COC(=O)c1ccc(-n2cnnn2)cc1)Nc1cc(Cl)ccc1F,4,-2,-4,-2,-3,-5,0,97,0.4,22
CCNS(=O)(=O)c1ccc(CCC(=O)NCc2ccncc2)cc1,0,1,4,5,-5,4,2,95,0.9,4
Cc1[nH]n(-c2ccccc2)c(=O)c1C=Nc1ccc(S(=O)(=O)N(C)C)cc1,2,-4,8,-4,-4,-8,1,101,-1.0,17
CCOc1ccc(NC(=O)c2ccc(NC(=O)COC(=O)c3ccc(NC(=O)CC#N)cc3)cc2)cc1,-1,-7,-1,8,-4,-5,4,93,1.0,4
CC(CCCC(C)(C)O)NCCO (centres undefined),0,0,-4,-4,x,3,3,107,-1.9,8
COc1ncnc2c1NC1=C(S2)C(=NCCC(=O)O)CC(C)(C)C1,-1,4,-1,-15,-5,14,-3,109,-1.1,-20
Cc1cc(C(=O)Nn2c(-c3ccncc3)nc3ccccc3c2=O)ccc1[N+](=O)[O-],0,-3,-5,2,-6,-1,1,102,1.3,24
O=C(c1coc(=O)c2ccccc12)N1CCN(Cc2ccccc2)CC1,0,-4,-1,-5,-6,5,0,90,-2.8,2
O=C(CN1C(=O)S/C(=C\C=C\c2ccccc2)C1=O)Nc1ccc(C(=O)O)cc1,-2,0,-1,17,-4,12,0,89,2.3,-7
Cc1cc(C)cc(C(O)c2ncc(-c3ccccc3Cl)[nH]2)c1 (centres undefined),-18,0,2,-3,-7,3,-2,95,-0.8,-6
CCCc1cc(=O)[nH]c(SCC(=O)c2c(N)n(C)c(=O)n(C)c2=O)n1,8,-3,12,-6,-5,6,-1,121,-0.6,8
CCN1CCCn2c1nc1c2c(=O)n(C)c(=O)n1C,-5,-4,4,-6,-16,-3,2,101,0.7,2
CCCCn1c(N)c(N(CCC(C)C)C(=O)COC(=O)c2ccc3ccccc3c2)c(=O)[nH]c1=O,10,12,34,2,-5,-4,-5,103,0.9,-1

# Some of these compounds in order of the MC4R antag cAMP value, largest number first.
SMILES	m5-HT2A agonist	Granule exo inh	ABHD5 PLIN5 PPI	CaV13 ICDI inh	PDI turbidity	Glyco luc inh	ABCB6 inh 2	MC4R barr agon	MC4R antag cAMP
Cc1cc(C(=O)Nn2c(-c3ccncc3)nc3ccccc3c2=O)ccc1[N+](=O)[O-]	-3	-5	2	-6	-1	1	102	1.3	24
O=C(c1coc(=O)c2ccccc12)N1CCN(Cc2ccccc2)CC1	-4	-1	-5	-6	5	0	90	-2.8	2
O=C(CN1C(=O)S/C(=C\C=C\c2ccccc2)C1=O)Nc1ccc(C(=O)O)cc1	0	-1	17	-4	12	0	89	2.3	-7

# Next records
SMILES,Cardio protect,m5-HT2A agonist,Granule exo inh,ABHD5 PLIN5 PPI,CaV13 ICDI inh,PDI turbidity,Glyco luc inh,ABCB6 inh 2,MC4R barr agon,MC4R antag cAMP
COc1ccc(/C(C)=N/Nc2ccc(F)cc2F)c(O)c1,-8,1,2,4,-2,-9,2,95,1.5,8
COc1ccc(OCC(O)CN2CCN(c3ncccn3)CC2)cc1 (centres undefined),5,7,4,1,-2,21,-1,104,-1.2,9
COC(=O)c1ccccc1NC(=O)CSc1nc(N)cc(N)n1,30,2,0,0,-6,2,4,98,1.1,2
Cc1cc(C)c(C#N)c(OCC2CCCO2)n1 (centres undefined),-1,15*,13,-15,-14,x,0,98,x,x
O=C(COC(=O)CCC(=O)c1cccs1)Nc1ccc(S(=O)(=O)N2CCOCC2)cc1,-9,1,-3,6,x,-6,0,94,0.2,11
O=C(CSc1ccccn1)Nc1nc2c(ccc3ccccc32)s1,6,-3,1,-2,-5,-3,-1,100,1.4,0
CCOC(=O)[C@]12CCCC=C1N(CCC1=CCCCC1)C(=O)[C@H](CC(=O)NCCC(C)C)C2,x,-4,-6,3,-3,x,x,x,x,x
COC1CCCN(Cc2nc(Cc3ccccc3F)no2)C1 (centres undefined),4,-4,0,2,3,0,2,89,-0.1,11
COc1cccc(NC(=O)CSc2nnc(Cc3ccc(OC)c(OC)c3)o2)c1,2,4,14,7,-3,0,0,94,-1.4,11
O=C(NC1CCCCC1)C(c1ccc2ncccc2c1)N(Cc1ccc2c(c1)OCO2)C(=O)c1ccc2c(c1)OCCO2 (centres undefined),4,3,-5,0,7,-15,-2,106,-2.4,20
CC1CCCCC1NC(=O)C1CCN(C(=O)NC2CCCCC2)CC1 (centres undefined),-2,-2,1,5,-4,-4,0,87,-1.6,6
Cc1cc(C)nc(SCc2cn3ccccc3n2)n1,7,1,-5,2,-5,10,2,100,-0.2,5
COc1ccc2nc3sc(C(=O)NCCCN4CCc5ccccc5C4)cc3cc2c1,13,-5,-1,10,-3,-1,7,101,-1.0,-3
O=C1C(=Cc2ccccc2Cl)CCc2ccccc21,-14,-2,3,12,-8,x,-13,98,x,x
CCCCN1CC[C@H]2C=CC[C@@H](C(=O)Nc3ccc(Cl)c(C(F)(F)F)c3)[C@H]2C1=O,0,0,13,-13,-4,2,-3,105,2.1,4
O=C(CCCn1c(=S)[nH]c2cc3c(cc2c1=O)OCO3)NCCc1ccc(Cl)cc1,-2,-3,-1,1,-5,0,0,100,-0.5,24
Cc1ccc(S(=O)(=O)N(C)C)cc1[N+](=O)[O-],-1,3,2,2,-2,8,0,95,-1.6,-5
CC(C)c1nnc(NC(=O)C2CC(=O)N(CCc3ccc(F)cc3)C2)s1 (centres undefined),-5,6,-3,0,-3,16,1,96,1.4,12
O=S(=O)(NCc1ccco1)c1cccc(S(=O)(=O)N2CCOCC2)c1,-5,1,0,-4,-3,29,1,87,0.7,-1
CCOc1ccccc1N1CCN(CC(=O)Nc2nc(C)c(C(=O)N(C)C)s2)CC1,3,-5,1,-4,-5,6,5,100,-1.5,1
COCCNC(=O)c1cc2nc3c(c(C(F)(F)F)n2n1)CCc1ccccc1-3,0,-2,0,4,-9,8,2,97,-1.9,6
CCCC(=O)Nc1ccc(NC(=S)NC(=O)c2cccs2)cc1,0,-4,0,0,-8,0,-1,104,0.6,16
CCCSCCCNC(=O)c1ccccc1NC(=O)C1=CSCCO1,11,-1,5,0,-8,-7,2,97,-2.6,16
O=C(c1ccco1)N(Cc1ccc(Cl)cc1)Cc1ccco1,-1,-2,-4,1,-7,-2,-4,95,-0.8,5
O=C(NCc1ccc2c(c1)OCO2)C1CCC(CNS(=O)(=O)c2ccccc2)CC1 (centres undefined),-4,1,-5,0,-5,-2,-6,110,-0.7,12
CCc1cc(=O)oc2cc(OCC(=O)NCCCn3ccnc3)ccc12,2,-4,-13,8,-6,-3,4,87,1.1,-6
CCOC(=O)C1=CCN(S(=O)(=O)c2ccccc2Br)C1c1ccc(C)cc1 (centres undefined),0,-1,2,5,-6,x,-2,91,x,x
Cc1ccc(-n2nnnc2-c2cnc3ccc(Cl)cc3c2-c2ccccc2)cc1,-13,-1,17,-4,-3,5,4,91,-2.8,-7
Cc1cc(C)c2c(c1)c1nnc(SCCN3CCOCC3)nc1n2C,6,-2,6,9,-19,2,1,100,1.4,11
c1ccc2[nH]c(N3CCOCC3)nc2c1,9,4,-4,6,-3,-4,0,119,-0.8,5
COCC(=O)N(CCN(C)C)Cc1cc2cc3c(cc2nc1Cl)OCO3,0,-3,3,-6,-5,-5,-1,100,-0.1,8
Cc1ccc(-c2cc(C(=O)N/N=C/C=C/c3ccccc3)n[nH]2)o1,9,3,-1,0,-2,-18,-1,93,4.9,9
Cc1ccccc1N1CCN(C2CCCN(C(=O)c3ccnn3C)C2)CC1 (centres undefined),1,-4,5,-2,-2,2,3,99,-3.8,6
Cc1ccc(S(=O)(=O)NC(=O)c2ccc(Br)o2)cc1,4,-2,10,-4,-12,-3,0,101,-0.5,9
COCCCN1C(=O)c2ccc(C(=O)Nc3ccc(OC)cc3)cc2C1=O,-8,6,-4,-6,-5,-2,0,95,-2.0,3
COc1cccc(NC(=O)c2cc(OC)c(OC)c(OC)c2Br)c1,3,-2,0,-3,-2,8,1,98,-1.6,2
O=C(O)C1CC(=O)N(c2ccc(OCc3c(F)cccc3Cl)cc2)C1 (centres undefined),1,1,-4,4,x,-38,0,107,-1.7,-4
N#Cc1ccc(OCCN2CCc3ccccc3C2)cc1,-2,-2,-10,1,-3,-6,-1,94,-1.4,5
O=C(Nc1cccc(C(F)(F)F)c1)c1cnc2n(c1=O)CCS2,-1,-7,3,4,-7,0,0,98,0.8,10
O=C(CCSc1nnc(-c2ccncc2)o1)Nc1ccc(F)cc1,12,3,-2,4,-5,4,1,93,0.0,4
O=c1cc(CN2CCN(c3ccccc3)CC2)c2c(ccc3ccccc32)o1,-8,4,-1,2,1,4,0,105,-1.4,1
Cc1cc(OCc2cn(CC(=O)c3ccc(O)cc3)nn2)ccc1[N+](=O)[O-],0,1,0,-5,-5,0,1,98,2.1,-6
CC1(C)Cc2c(C#N)c(N3CCN(C(=O)c4ccco4)CC3)nc(Cc3ccccc3)c2CO1,19,0,4,-1,-4,-9,-7,94,3.9,8
Cn1c2c(c(=O)n(C)c1=O)C(c1ccc(Br)cc1)C(C#N)=C(N)N2 (centres undefined),10,4,-2,4,-2,-6,3,98,-1.3,8
Cc1ccc(-n2nc3ccc(NC(=O)c4ccc5c(c4)OCO5)cc3n2)cc1,5,3,-2,4,-8,3,0,95,0.9,-1
COc1cccc(/C=N/NC(=O)c2[nH]nc3c2CCc2ccccc2-3)c1,19,-5,81*,5,-3,16,21,103,-2.5,-23
CC1CCCCN1C(=O)CSc1nnc2ccccn12 (centres undefined),4,7,-7,-6,-6,-4,1,105,-0.1,-8
Cc1cc(-c2ccc(N3C(=O)CCC3=O)c(C)c2)ccc1N1C(=O)CCC1=O,-6,2,-1,3,x,-5,0,105,-1.0,0
CCOc1ccc2nc(NC(=O)COC)sc2c1,-10,5,-1,1,-4,2,-10,88,-0.2,3
CCOc1cc(N)c(Cl)cc1C(=O)NCC1CN(Cc2ccc(F)cc2)CCO1 (centres undefined),-3,-10,-8,71*,-6,-8,-3,95,1.5,4

# This is a random part of the collection. Share with any hit: about 4.2%.
